RTF Ca sens inh: cardiac RTF calcium desensitization. P19429+P45379. IANBD-labeled cardiac RTF, Ca2+ fluorescence. inhibition, % at 7.15 µM. 340,000 compounds, 0.12% hits. AID 493244;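 active = inhibition above the mean inhibition of all tested compounds plus 3 SD, cut at about 17% in these data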;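 note: assay run at fixed EC70 calcium of 1.6 mM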
Keap1-Nrf2 PPI: inhibitors of human Keap1-Nrf2 protein-protein interaction; Keap1 Kelch-Nrf2 peptide fluorescence polarization, 1536-well; inhibition, % at 9.4 µM; 340,000 compounds, 0.15% hits; in the data active = inhibition above about 12%;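 note: human Keap1 Kelch domain with fluorescein labeled Nrf2 9mer peptide probe; 0% = neutral control wells and 100% = peptide positive control; higher means more block of Keap1 binding to Nrf2 peptide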
Target sequence (Q14145 whole entry, looked up, the tested form may be a part): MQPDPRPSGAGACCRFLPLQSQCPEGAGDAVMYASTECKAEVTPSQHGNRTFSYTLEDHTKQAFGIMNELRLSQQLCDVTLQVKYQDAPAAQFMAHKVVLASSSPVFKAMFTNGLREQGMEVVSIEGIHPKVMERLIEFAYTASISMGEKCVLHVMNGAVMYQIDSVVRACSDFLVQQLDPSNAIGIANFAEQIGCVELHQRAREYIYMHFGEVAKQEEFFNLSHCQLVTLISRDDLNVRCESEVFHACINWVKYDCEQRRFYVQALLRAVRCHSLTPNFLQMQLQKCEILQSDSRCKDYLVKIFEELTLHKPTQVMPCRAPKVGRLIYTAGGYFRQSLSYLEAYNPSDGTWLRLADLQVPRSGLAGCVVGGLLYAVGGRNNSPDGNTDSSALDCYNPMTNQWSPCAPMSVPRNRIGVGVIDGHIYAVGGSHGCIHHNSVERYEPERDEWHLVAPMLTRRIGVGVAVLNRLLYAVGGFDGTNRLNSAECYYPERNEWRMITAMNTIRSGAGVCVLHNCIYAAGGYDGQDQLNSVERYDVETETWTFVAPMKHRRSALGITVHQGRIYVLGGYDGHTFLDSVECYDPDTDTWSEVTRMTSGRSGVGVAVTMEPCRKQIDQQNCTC
OPRM1-OPRD1 inv: mu-delta opioid heterodimer inverse agonism. cell-based MOR-DOR heterodimer luminescence. inhibition, % at 9.3 µM. 340,000 compounds, 0.21% hits. AID 504357; in the data active = inhibition above about 22%, passing the limit was not always enough;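 note: 0% = cells with DMSO and 100% = wells without cells with DMSO; values of inactives mirror those of a sister screen read the other way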
CAL PDZ FP: blocks peptide binding to the human CAL PDZ domain | Q9HD26 | purified CAL PDZ, TMR-peptide fluorescence polarization, 1 h | inhibition, % at 24.9 µM | 300,000 compounds, 0.92% hits;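 active = mean inhibition of at least 30% with at least half of replicates also reaching 30%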;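 note: 0% = DMSO neutral control and 100% = excess unlabeled competitor peptide PRC23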
C-LANA FP: blocks KSHV LANA C-terminal domain binding to DNA; MBP-C-LANA/FAM-LBS DNA binding, fluorescence polarization; inhibition, % at 9 µM; 340,000 compounds, 0.078% hits;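 active = highest replicate inhibition at or above 60% at 9 µM, even if other replicates fall short; inactive = all replicates below 60% inhibition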;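 note: 0% = neutral control wells and 100% = 4 µM acridine orange control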
HTR5A ag ctr: HTR5A agonism, opioid heterodimer counter-screen | HTR5A agonist assay, luminescence, cell-based | activation, % at 9.3 µM | 340,000 compounds, 0.61% hits | AID 504692; in the data active = activation mostly above about 9.5%, no sharp cut-off; inactive = mostly below about 7.6%;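 note: 0% = cells with vehicle only and 100% = reference agonist; strong numbers were not always called active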
Target sequence (P47898 whole entry, looked up): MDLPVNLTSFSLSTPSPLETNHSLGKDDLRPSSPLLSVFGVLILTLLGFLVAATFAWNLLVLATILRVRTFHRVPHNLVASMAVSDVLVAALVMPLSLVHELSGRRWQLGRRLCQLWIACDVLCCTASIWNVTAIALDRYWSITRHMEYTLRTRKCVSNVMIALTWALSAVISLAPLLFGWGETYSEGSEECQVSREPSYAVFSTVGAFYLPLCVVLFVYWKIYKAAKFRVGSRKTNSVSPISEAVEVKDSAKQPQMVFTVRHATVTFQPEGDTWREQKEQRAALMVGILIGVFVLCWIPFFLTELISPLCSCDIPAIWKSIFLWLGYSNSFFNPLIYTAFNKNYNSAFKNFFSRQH
cardiac RTF act: increases calcium sensitivity of human cardiac regulated thin filaments; 340,000 compounds, 0.24% hits; AID 493008; IANBD-labeled TnC RTF fluorescence at EC20 calcium; 0% EC20 calcium, 100% full calcium; activation, % at 7.2 µM;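 active = activation above the mean over all tested compounds plus 3 SD, cut at about 30% in these data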;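 note: rise in fluorescence read as greater calcium sensitivity of cardiac thin filaments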
HTR5A inv ctr: HTR5A inverse agonism, opioid heterodimer counter-screen | HTR5A cell line, luminescence | inhibition, % at 9.3 µM | 340,000 compounds, 0.083% hits | AID 504634 | P47898; in the data active = inhibition mostly above about 23%, no sharp cut-off; inactive = mostly below about 18%;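 note: 0% = cells with DMSO and 100% = no-cell wells with DMSO; some compounds called inactive have numbers as strong as hits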
V-ATPase pH: regulators of yeast V-ATPase proton transport | 350,000 compounds, 0.37% hits | response, % at 10 µM | S. cerevisiae, pHLuorin cytosolic pH fluorescence | AID 504577; in the data active = response mostly above about 7.3%, no sharp cut-off; inactive = mostly below about 5.4%; note: actives read high; inactives centre near 0; some compounds called inactive have numbers as strong as hits; reference of the scale not given here
OPRM1-OPRD1 ag: OPRM1-OPRD1 heterodimerization agonism. P35372+P41143. cells, luminescence. activation, % at 9.3 µM. 340,000 compounds, 0.3% hits; in the data active = activation above about 18%;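 note: 0% = vehicle-treated cells and 100% = reference agonist; values of inactives mirror those of a sister screen read the other way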
* marks the source's active call; other numbers are inactive results; / = no result given.

Screens in order – RTF Ca sens inh, Keap1-Nrf2 PPI, OPRM1-OPRD1 inv, CAL PDZ FP, C-LANA FP, HTR5A ag ctr, cardiac RTF act, HTR5A inv ctr, V-ATPase pH, OPRM1-OPRD1 ag
Cc1ccc2c(c1)N(C(=O)CCC(=O)NCc1ccccn1)CC(C)O2 (stereo unspecified)
    -2, 3, 7, -1, -2.0, -4, 5, -4, -1, -1.2
COc1ccc(C(=O)c2cc(OC)c(OC)c(OC)c2)cc1OC
    0, -2, 16, /, -0.5, 1, -3, -4, 0, -3.1
COc1ccc(C(=O)CSc2n[nH]c(-c3ccco3)n2)cc1
    -4, 1, 15, /, 0.9, 2, 4, 7, 1, -3.1
O=C(OCN1C(=O)c2ccccc2C1=O)c1cccnc1SC(F)F
    -1, 1, 0, -5, -2.4, -1, 0, 2, -1, 0.1
COc1cccc(C2/C(=C(\O)c3ccc4c(c3)OCCO4)C(=O)C(=O)N2CCCn2ccnc2)c1 (stereo unspecified)
    3, -3, 10, -4, -0.9, -6, -4, -25, -3, -1.8
O=C(CCC(=O)c1cccs1)NCc1ccccc1Cl
    0, -4, 15, /, 0.4, 3, 2, -11, 0, -2.9
CCCCCOC(=O)CSc1nnc(-c2cc(OC)c(OC)c(OC)c2)o1
    -1, 3, 6, /, -1.3, 1, 2, -4, -4, -1.0
O=C(CN1CCN(Cc2ccccc2)CC1)Nc1cccc(S(=O)(=O)N2CCCCCC2)c1
    -4, 1, 2, -4, 1.9, -3, -1, 23, -1, -0.4
CCOC(=O)Nc1nnc(-c2ccc(OC)cc2)s1
    -19, -3, -13, 0, 0.0, 1, 4, -3, -1, 2.2
O=C(Cn1cc([N+](=O)[O-])nc1[N+](=O)[O-])N1CCN(c2ccccc2)CC1
    -6, -2, -18, 1, 3.0, 2, 6, 4, -1, 3.8
Cc1n[nH]c(=O)nc1NCCN(C)C
    -3, -6, 16, 1, -0.8, 1, -1, -5, 0, -2.9
Cc1cccc(N(CC(O)CN2CCCC2)S(=O)(=O)c2ccccc2)c1 (stereo unspecified)
    -2, -4, 4, -4, 0.0, -1, -1, 3, 1, -0.8
O=C(CCSCc1ccc(Cl)cc1)NCc1cccnc1
    -2, -7, 2, -5, -1.0, 0, 1, 22, -2, -0.3
Cn1c(=O)n(C)c2cc(NS(=O)(=O)c3ccccc3)ccc21
    -11, -6, 5, -1, 0.0, 5, -4, 8, -1, -0.7
CN1CCN(C(c2cccc(Cl)c2)c2ccccc2Cl)CC1 (stereo unspecified)
    -5, -2, 8, -2, 0.4, -3, -1, -7, -1, -1.2
O=C(Nc1cc(C(F)(F)F)ccc1N1CCOCC1)C1CCCO1 (stereo unspecified)
    0, 3, 9, -3, 0.0, 2, -1, -6, 2, -2.2
COc1cccc(CN2CC(C(=O)NCCN3CCOCC3)CCC2=O)c1 (stereo unspecified)
    -11, -3, 10, /, -1.5, -2, 3, 9, 0, -1.9
COC(=O)C(Cc1ccc(O)cc1)NC(=O)CCC(=O)Nc1ccc(S(N)(=O)=O)cc1 (stereo unspecified)
    -1, -1, -1, -4, 0.1, -2, 5, -14, -4, 0.1
CCCC(=O)Nc1cc(=O)n(C)c(=O)n1C
    -3, -7, 15, /, -2.0, 2, 2, -4, 4, -2.9
COCCn1c(SCC(=O)N2CCc3ccccc3C2)nc2ccccc2c1=O
    0, -2, 11, -1, -0.2, 7, 2, 9, 0, -2.1
CCC(C)NCC(O)(c1ccc(Cl)cc1)c1ccc(Cl)cc1 (stereo unspecified)
    -3, 4, -17, -1, -1.1, 1, 3, -3, -1, 3.5
N#C/C(=C\c1cc(Cl)ccc1O)C(=O)NC1CCCCC1
    -5, -6, 13, /, 0.4, 3, 7, -14, -2, -2.3
O=C(CSc1ccccn1)N1CCOCC1
    -16, -4, 2, 0, 0.0, 6, 14, 18, 4, -0.4
CCOC(=O)c1ccc(-c2c(-c3ccccc3OC)oc3ccccc23)cc1F
    -1, -4, -12, 6, -1.1, 4, 2, 8, -1, 2.1
CCOc1ccc(-c2nc(N)nc(C)c2-c2ccc(Cl)cc2)c(O)c1
    0, -3, -29, 3, -1.2, 0, -1, 0, 3, 6.4
CCN(CC)CCN(C(=O)c1ccc(S(=O)(=O)N(C)C2CCCCC2)cc1)c1nc2c(C)cccc2s1
    0, 0, 14, -2, -0.2, 1, 1, -3, 0, -2.5
CC(Cl)C(=O)NNc1cccc(Cl)n1 (stereo unspecified)
    9, 3, 21, /, 0.2, -1, -5, 12, 4, -4.7
Cc1cc(NC(=O)c2cc(-c3ccc4c(c3)OCO4)on2)n(-c2ccccc2)n1
    -7, 2, -21, -2, 2.6, 7, 3, -30, -2, 3.7
Nc1ccc(C(=O)c2ccc3c(c2)OCCO3)cc1N
    -13, -2, 5, /, 0.7, 0, 1, -30, 2, -0.9
Cc1cnc(CNC(=O)CC2C(=O)NCCN2Cc2cccc(F)c2F)cn1 (stereo unspecified)
    -17, -6, 11, -6, 1.5, -2, 5, 7, -1, -2.0
CCOC(=O)C1=C(C)N=C(/N=C/N(C)C)SC1c1ccccc1 (stereo unspecified)
    -5, 2, 9, 6, -0.7, -2, -2, -2, -1, -1.6
O=C(O)c1cc(S(=O)(=O)O)ccc1O
    -11, 0, 7, -4, 5.5, -3, -4, 16, -5, -1.6
O=S(=O)(Nc1ccc(S(=O)(=O)Nc2ncccn2)cc1)c1ccccc1
    -18, -3, -2, 3, -2.3, -4, -2, 7, 0, 0.3
O=C(c1ccccc1-c1ccccc1)N1CCCC1
    3, 1, 13, 1, 0.3, -3, -5, -8, -5, -2.2
NS(=O)(=O)c1ccc(NC(=O)Nc2cccc3ccccc23)cc1
    0, 0, 15, -2, 0.1, 0, -1, 4, 3, -2.7
CC(C)Oc1ccc(S(=O)(=O)N2CCOCC2)cc1NC(=O)C1COc2ccccc2O1 (stereo unspecified)
    -8, -1, 4, 6, -3.1, 5, 2, -13, 3, -1.0
COc1ccccc1CNN
    8, -5, -2, 2, -0.3, -3, 4, 8, -1, 0.3
CC(C)[C@H](NC(=O)Nc1ccc(S(N)(=O)=O)cc1)C(=O)O
    7, 2, 11, /, -1.0, 1, 1, -15, 0, -2.1
COc1ccc(C2C3=C(COC3=O)Oc3cc4c(cc32)OCO4)cc1OC (stereo unspecified)
    -20, -3, 10, -6, -0.8, 3, 3, -11, -5, -2.4
CC1CCCN(c2nc3ccccc3nc2C(C#N)S(=O)(=O)c2cccs2)C1 (stereo unspecified)
    -5, -4, -30, -1, 5.2, 0, 6, 4, -1, 5.4
O=C(NCCO)c1nc(C(=O)c2ccccc2)c2ccccc2n1
    -12, -1, -7, -2, 4.1, -5, -2, 11, 4, 1.2
C/C(=N/Nc1ccnc2cc(Cl)ccc12)c1ccc(O)cc1
    -20, -4, -45, 2, 0.5, 4, 0, 8, -2, 8.1
O=C(CCn1cnnn1)N1CCCC(Nc2ccc(F)c(F)c2)C1 (stereo unspecified)
    -3, -2, -4, 1, 0.0, 5, -3, -4, -2, 0.7
CCN(CC)S(=O)(=O)c1ccc2c(c1)c(C(=O)O)cn2C
    -12, -4, 14, -1, 3.4, 4, 0, -9, -2, -3.5
O=c1c[n+]([O-])c2ccccc2n1OCc1ccccn1
    4, -2, 2, -5, -2.5, -2, -4, 1, 4, -0.4

Continued (2 carried over from the part before).
Screens in order – RTF Ca sens inh, Keap1-Nrf2 PPI, OPRM1-OPRD1 inv, CAL PDZ FP, C-LANA FP, HTR5A ag ctr, cardiac RTF act, HTR5A inv ctr, V-ATPase pH, OPRM1-OPRD1 ag
CCN(CC)S(=O)(=O)c1ccc2c(c1)c(C(=O)O)cn2C
    -12, -4, 14, -1, 3.4, 4, 0, -9, -2, -3.5
O=c1c[n+]([O-])c2ccccc2n1OCc1ccccn1
    4, -2, 2, -5, -2.5, -2, -4, 1, 4, -0.4
CCOc1ccccc1C(C(=O)NCCOC)N(CCOC)C(=O)Cn1nnc2ccccc21 (stereo unspecified)
    -3, 0, 12, -4, -0.6, -1, 5, 3, -1, -2.2
COC(=O)C1=C(O)/C(=C\c2cc(C)n(-c3ccccc3C)c2C)N=C1C
    -8, -1, 7, -3, 2.8, -2, 9, -6, 5, -1.3
CC(=O)CSc1nc2cc3c(cc2cc1C#N)OCCO3
    -8, -4, -7, 1, -1.3, -1, 4, 2, 1, 1.4
COc1ccc(C2/C(=C(/O)c3ccccc3)C(=O)C(=O)N2C)cc1OC (stereo unspecified)
    -13, 4, 9, -5, 0.2, 3, 1, -11, 0, -2.0
Cc1cccc2cc3c(N)c(C(=O)Nc4ccc(N5CCOCC5)cc4)sc3nc12
    -6, -1, 1, -3, 2.0, 2, -1, 14, -1, -0.2
Cc1nnc(NC(=O)C2=COCCO2)s1
    2, 0, 20, -5, 6.2, -2, -7, 5, 17, -4.2
CCCCN(C)C(=O)Cn1ncc2c3ccccc3n(CCC)c2c1=O
    2, -5, 6, -2, -2.9, -1, -5, 4, -3, -1.2
COc1ccc(Nc2cc(C)nc3c(C)cccc23)cc1OC
    -3, 3, 6, 12, -4.3, 5, -3, 15, 5, -1.2
CC(C)Cc1nnc(NC(=O)CCS(=O)(=O)c2ccc(Cl)cc2)s1
    -3, -5, 2, -2, -0.8, 4, 1, 1, 4, -0.4
CCN(CC)C(=O)c1cn(CCC#N)nc1-c1ccc2c(c1)OCCO2
    -3, 1, 19, /, -0.4, -3, 2, 3, 1, -3.5
COc1ccccc1OCC(=O)OCC(=O)Nc1ncc(Cl)cc1Cl
    -7, -4, 12, -3, 0.1, 7, -1, -5, -2, -2.8
CN(C)S(=O)(=O)c1cccc(NC(=S)NCCc2ccccn2)c1
    -12, -1, 0, -7, -0.3, 4, -4, -12, 4, -0.1
O=C(NCCN1CCCCCC1)C1CC(=O)N(CCc2ccccc2)C1 (stereo unspecified)
    -4, 0, 1, -5, 3.0, -3, 2, -19, 0, -0.1
CNc1nc(-c2ccc3c(c2)CCN3C(=O)c2cccc(F)c2)cs1
    4, -2, -7, -5, 1.3, -1, -2, 4, 3, 1.3
CCOc1ccc(C(=O)N/N=C/c2ccccc2[N+](=O)[O-])cc1
    2, 0, 3, -2, 0.1, 8, -9, -41, -2, -0.6
COc1ccc(CCNC(=O)c2cc(S(=O)(=O)N3CCC4(CC3)OCCO4)ccc2F)cc1OC
    0, -3, -5, /, -0.6, -3, 1, -13, -2, 1.0
COc1ccc(F)cc1C(=O)C1CCCN(Cc2cccn2-c2ccccn2)C1 (stereo unspecified)
    -8, -4, 14, -3, 0.4, 3, -1, -10, 1, -2.5
CSCCC(NC(=O)OC(C)(C)C)C(=O)Oc1ccc2c(=O)c(-c3ccc4c(c3)OCCO4)coc2c1 (stereo unspecified)
    -13, -6, 0, -1, 1.1, -2, 3, -15, 3, 0.0
C=CCOc1ccc(C2NC(=O)c3ccccc3O2)cc1 (stereo unspecified)
    -11, -2, 16, 0, 2.8, -2, 3, 8, -3, -3.4
COc1ccccc1CN(C)C(=O)CSCC(=O)Nc1ccccc1F
    -1, -1, 11, -2, 0.0, -1, 1, 3, 1, -2.7
Cn1cc(/C=N/NC(=O)c2ccccc2O)c2ccccc21
    -4, 0, 22, -2, -3.0, 10*, -4, -35, 2, -4.5
COc1ccc(/C=N/Nc2nc(-c3ccc(C)cc3)c(C#N)c(=O)[nH]2)cc1
    -2, 0, 1, -2, 1.6, -3, 8, 11, -5, -0.1
Cc1ccc(-c2cc(C(=O)O)c3ccccc3n2)s1
    -5, -7, 2, 1, -4.0, 1, 3, -5, 3, -0.4

Screens as filed in PubChem.
